Compound activity from PubChem.
STK33 inh – inhibitors of purified STK33 kinase, primary screen, biochemical, ADP-Glo luminescence, homogeneous, cell-free | inhibition, % at 10 µM | Serine/threonine-protein kinase 33 (Homo sapiens), Q9BYT3 | MBP phosphorylation | 320,000 compounds, 0.073% hits;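 active = inhibition at or above 25%, using the most active replicate where run in duplicate; inactive = inhibition below 25%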
Target sequence (Q9BYT3 whole entry, looked up): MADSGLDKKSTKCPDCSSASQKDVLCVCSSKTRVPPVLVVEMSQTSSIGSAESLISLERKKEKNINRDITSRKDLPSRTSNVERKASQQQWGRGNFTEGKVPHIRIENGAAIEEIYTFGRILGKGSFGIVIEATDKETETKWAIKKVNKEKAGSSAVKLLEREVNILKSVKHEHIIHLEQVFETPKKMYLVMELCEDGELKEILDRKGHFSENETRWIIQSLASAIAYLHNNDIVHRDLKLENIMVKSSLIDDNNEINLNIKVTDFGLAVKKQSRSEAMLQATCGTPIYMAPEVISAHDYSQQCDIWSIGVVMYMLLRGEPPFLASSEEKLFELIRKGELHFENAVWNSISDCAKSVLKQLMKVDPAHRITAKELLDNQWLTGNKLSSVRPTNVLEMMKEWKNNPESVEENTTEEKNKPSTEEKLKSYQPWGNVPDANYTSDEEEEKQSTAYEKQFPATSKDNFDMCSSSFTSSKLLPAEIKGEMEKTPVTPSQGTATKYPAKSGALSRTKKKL
OX1R antag-1 – antagonists of human orexin 1 receptor (OX1R) | 330,000 compounds, 1.8% hits | AID 485270, 2010 | Orexin/Hypocretin receptor type 1 (Homo sapiens), O43613 | inhibition, % at 6.6 µM | OX1R-expressing cells, FRET antagonist read-out; in the data active = inhibition mostly above about 38%, no sharp cut-off; inactive = mostly below about 40%;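 also: 0% = agonist challenge alone and 100% = reference antagonist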
Target sequence (O43613 whole entry, looked up): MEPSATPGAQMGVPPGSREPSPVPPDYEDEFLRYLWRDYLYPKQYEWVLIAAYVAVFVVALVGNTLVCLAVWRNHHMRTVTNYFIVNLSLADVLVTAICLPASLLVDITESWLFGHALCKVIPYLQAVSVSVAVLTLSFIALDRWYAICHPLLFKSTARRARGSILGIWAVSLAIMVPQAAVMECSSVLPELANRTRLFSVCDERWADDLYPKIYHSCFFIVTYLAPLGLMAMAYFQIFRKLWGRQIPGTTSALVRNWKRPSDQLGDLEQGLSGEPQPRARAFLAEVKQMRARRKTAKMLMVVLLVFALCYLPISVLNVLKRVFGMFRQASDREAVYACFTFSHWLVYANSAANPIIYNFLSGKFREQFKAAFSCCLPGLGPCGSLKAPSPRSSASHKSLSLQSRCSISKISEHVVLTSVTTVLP
OX1R antag-2 – OX1R (HCRTR1) antagonists, primary screen, fluorescence, CHO/OX1R cells, Fluo-8 calcium, orexin A | 330,000 compounds, 0.43% hits | inhibition, % at 5 µM | AID 434989, 2010 | Fluo-8 calcium fluorescence | Orexin/Hypocretin receptor type 1 (Homo sapiens), O43613;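 active = inhibition above its plate's threshold, mean inhibition of all tested compounds on the plate plus 3 SD, cut at about 37% in these data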;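 also: 0% = orexin A challenge wells and 100% = SB-334867-A antagonist wells; not every result past the cut was called active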
Numbers without * were called inactive; . = no result given.

STK33 inh	OX1R antag-1	OX1R antag-2	smiles
12	35	2	CC(C)=CCc1c(O)cc(O)c2c(=O)c(O[C@@H]3O[C@@H](C)[C@H](O)[C@@H](O)[C@H]3O)c(-c3ccc(O)cc3)oc12
0.7	20	-29	CC(=O)c1ccc(C(=O)N2CCC(CO)(Cc3cccc(C(F)(F)F)c3)CC2)cc1
-1.5	6	-21	CC1CCCCC1NC(=O)c1cc2c(s1)CS(=O)(=O)C2 (stereo not drawn)
-0.7	75*	85*	O=C(NN=C1c2ccccc2-c2ccccc21)c1ccccn1
-0.7	0	-7	CC(=O)c1ccc(OCCCC(=O)NC(C)c2ccc(S(N)(=O)=O)cc2)cc1 (stereo not drawn)
1.4	15	-16	CC(CN(C)Cc1ccccc1)OC(=O)c1ccccc1F (stereo not drawn)
-0.9	11	-21	Cc1cccc(NC(=O)CSc2nnc(CCCCCNC(=O)OC(C)(C)C)o2)c1C
-1.2	8	2	CCS(=O)(=O)N1N=C(c2cccc(NS(C)(=O)=O)c2)CC1c1ccc(C)cc1 (stereo not drawn)

Other records follow.
STK33 inh	OX1R antag-1	OX1R antag-2	smiles
-1.2	4	-3	COc1cccc(C(=O)OCCCN(C)C)c1
-6.7	2	-10	Cc1cc(=O)n2ncnc2n1COCCO
0.7	27	-1	CCN1C(=O)c2ccc(C(=O)Nc3cccc(C(=O)O)c3)cc2C1=O
-1.7	5	-1	CC(=O)Nc1ccc(S(=O)(=O)N2CCCC2C(=O)O)cc1 (stereo not drawn)
-0.5	28	-13	CCOC(=O)Cc1cc(=O)n2[nH]c(C)c(-c3ccccc3)c2n1
-0.4	18	-11	O=c1sc2ccccc2n1CCOc1ccccc1
-0.6	-1	-9	CC(C)CCN1C(=O)c2ccc(C(=O)OCC(=O)N(CC(C)C)C3CCS(=O)(=O)C3)cc2C1=O (stereo not drawn)
1.1	6	-17	CC(NCc1ccc([N+](=O)[O-])cc1)C1COc2ccccc2O1 (stereo not drawn)

Carrying on.
STK33 inh	OX1R antag-1	OX1R antag-2	smiles
0.5	15	-109	O=C(c1cc(Cl)ccc1Cl)N1CCc2ccccc21
-0.6	8	-10	CC(C)(C)NC(=O)C(OC(=O)Cn1nnc(-c2ccc(F)cc2)n1)c1ccncc1 (stereo not drawn)
-0.7	2	-28	CN(C)CCCNC(=O)C1(O)c2cc(Br)ccc2NC(=O)N1c1ccc(Cl)cc1 (stereo not drawn)
-3.0	39	-10	COC(=O)CSc1nc2cc3c(cc2cc1C#N)OCO3
0.0	36	-15	Cc1ccccc1NC(=O)CN1C(=S)NC(C)(C)CC1C (stereo not drawn)
1.5	-1	-11	COC(=O)c1ccc(S(=O)(=O)NCc2cccc(OC)c2)n1C
-1.5	9	-28	CCOc1ccc2[nH]c(=O)c(CN(CCOC)C(=O)N3CCOCC3)cc2c1
-1.0	7	-13	COc1ccc(S(=O)(=O)N2CCC(C(=O)N3CCc4ccccc4C3)CC2)cc1C

Next entries follow.
STK33 inh	OX1R antag-1	OX1R antag-2	smiles
-2.2	10	-2	Nc1nnc(SCC(=O)c2ccc3ccccc3c2)s1
-2.8	-2	-1	O=C(CCNC(=O)C1CCN(S(=O)(=O)c2ccccc2)CC1)NC1CC1
1.6	16	12	N#C/C(=N\Nc1ccc(F)cc1)C(=N)N1CCCCCC1
-2.6	-2	-3	NCC12CC3CC(CC(O)(C3)C1)C2
-0.8	7	-2	O=C(Oc1ccc2c(c1)OCO2)c1ccc(Br)c(S(=O)(=O)N2CCOCC2)c1
-0.4	3	-18	O=C(CC(c1ccccc1O)N1CCCCC1)N1CCCCC1 (stereo not drawn)
-1.1	31	5	O=C1NC(=Nc2ccccc2)S/C1=C/c1cccnc1
-1.1	5	-9	Cc1cc(NC(=O)c2cc(-c3ccccc3)on2)n(-c2ccccc2)n1

Overlap with the part before: four compounds, followed by the next part.
STK33 inh	OX1R antag-1	OX1R antag-2	smiles
-0.8	7	-2	O=C(Oc1ccc2c(c1)OCO2)c1ccc(Br)c(S(=O)(=O)N2CCOCC2)c1
-0.4	3	-18	O=C(CC(c1ccccc1O)N1CCCCC1)N1CCCCC1 (stereo not drawn)
-1.1	31	5	O=C1NC(=Nc2ccccc2)S/C1=C/c1cccnc1
-1.1	5	-9	Cc1cc(NC(=O)c2cc(-c3ccccc3)on2)n(-c2ccccc2)n1
-0.7	3	-12	CCCn1c(SCC(=O)Nc2cccnc2Cl)n[nH]c1=O
-1.4	12	-20	Cc1ccc(C)c(NC(=O)C2(C)CC3c4ccccc4C2c2ccccc23)c1 (stereo not drawn)
0.5	11	-3	Cc1ccoc1C(=O)Nc1ccc(CC(=O)O)cc1
-2.1	11	19	Cc1ccc(-c2nc(CSCC(=O)NCCN3CCN(Cc4ccccc4)CC3)c(C)o2)cc1
0.7	7	-6	CCCC1CCC(C(=O)n2nc(N)c3cc4ccc(OC)cc4nc32)CC1 (stereo not drawn)
-0.5	12	23	O=C1/C(=C\c2ccc(O)cc2)SC(=S)N1c1cccnc1
0.3	0	-12	CCOC(=O)C1=C(C)NC(=O)NC1c1cccnc1 (stereo not drawn)
-0.1	31	-34	CCO[C@H]1OC(C(=O)N2CCN(Cc3ccccc3)CC2)=C[C@@H](c2ccccc2)[C@@H]1CCCO

(list continues)
STK33 inh	OX1R antag-1	OX1R antag-2	smiles
-0.9	11	0	O=C(CCSc1nnc(-c2ccccc2)o1)N1CCOCC1
-0.4	10	1	Cc1ccc2c(c1)CCCN2C(=O)CCc1nc2ccccc2c(=O)[nH]1
1.6	18	6	Cc1[nH][nH]c(=O)c1N=Nc1ccc(Br)c(Cl)c1
-2.0	12	-20	CC(C)C(=O)N=c1sc2cc(F)cc(F)c2n1C
-1.4	20	-20	CC(C)c1ccccc1-n1c(SCC(=O)N2CCN(c3ccccc3)CC2)nnc1-c1cccnc1
.	24	-10	O=C(OC1CCCCC1=O)c1cccc(S(=O)(=O)N2CCCCC2)c1 (stereo not drawn)
-0.4	8	-15	NC(=O)CN(Cc1ccccc1)S(=O)(=O)c1ccc2c(c1)OCCO2
0.5	5	-12	COc1ccccc1Oc1cc(F)nc(N)n1

New compounds follow:
STK33 inh	OX1R antag-1	OX1R antag-2	smiles
1.1	9	-12	CCC(C)Sc1ccc([C@H]2N[C@@](C)(C(=O)OC)[C@H]3C(=O)N(C)C(=O)[C@@H]23)cc1 (stereo partly drawn)
0.8	20	-9	CCCc1cc(=O)oc2c(C)c(OCC(=O)Nc3cccnc3)ccc12
-0.1	25	-13	CC1CCCC(C)N1C(=O)COC(=O)c1cc(=O)[nH]c2ccccc12 (stereo not drawn)
.	14	-5	CCCC(C)NC(=O)c1ccc(-c2ccccc2)cc1 (stereo not drawn)
-2.1	-1	-6	CNc1ccc(C(=O)OCC(=O)NC(=O)NC2CCCCC2)cc1[N+](=O)[O-]
-0.4	5	-7	COc1ccccc1OCCCc1c(C)n[nH]c1C
5.7	23	-1	O=C(/C=C/c1ccccc1Br)c1ccc2c(c1)OCO2
0.4	13	-38	O=C(NCc1ccc(Cl)cc1)c1cc(=O)nc2sc(-c3ccccc3)nn12

Continued.
STK33 inh	OX1R antag-1	OX1R antag-2	smiles
0.0	30	-7	CCN1CCN(Cc2nc3c(c(=O)n(C)c(=O)n3C)n2C(C)C(C)=O)CC1 (stereo not drawn)
4.8	16	-39	Cc1cccc(-c2nc(CN3CCCC(C(=O)NC4CCCC4)C3)c(C)o2)c1 (stereo not drawn)
0.1	12	-5	CC1(C)CC(=O)C=C(Nc2ccc(O)c(C(=O)O)c2)C1
0.0	4	0	O=CN1CCN(C(=S)Nc2ccc(OC(F)F)cc2)CC1
-1.5	15	-10	CC(C(=O)OCC(=O)c1ccc([N+](=O)[O-])cc1)N1C(=O)C2C3CCC(C3)C2C1=O (stereo not drawn)
0.2	5	-1	O=C(Cc1ccc(Br)cc1)NC1CCN(Cc2ccccc2)CC1
-1.6	4	22	CCn1nnc(NC(=O)COc2ccc(C3CCCCC3)cc2)n1
.	7	-24	CC1CCN(CC(=O)Nc2ccccc2C(=O)c2ccccc2)CC1

(more compounds)
STK33 inh	OX1R antag-1	OX1R antag-2	smiles
-1.1	7	-13	COc1ccccc1Nc1nc(N)nc(CN2CCN(Cc3ccc4c(c3)OCO4)CC2)n1
0.1	22	-42	CCN1c2ccccc2-c2nc3ccccc3n2C1c1cccs1 (stereo not drawn)
-2.5	21	-3	O=C(O)CCCN1C(=O)C(=O)/C(=C(/O)c2ccccc2)C1/C=C/c1ccccc1 (stereo not drawn)
-2.1	2	6	O=C(c1cc(F)ccc1F)N1CCC(N2CCC(C(=O)N3CCCC3)CC2)CC1
0.2	3	-18	CC(C)(CC(=O)O)CC(=O)NCc1c(Cl)cccc1Oc1ccccc1
0.9	5	-31	COc1ccc(C(=O)NCC(c2cccnc2)N2CCN(c3ccc(F)cc3)CC2)cc1OC (stereo not drawn)
.	9	19	CC[C@@H]1C(c2ccccc2)=NN(c2ccccc2)[C@H]1C(=O)N1CCOC1=O
.	22	-32	COc1cc2oc(=O)cc(-c3ccc(-c4ccc(OC(F)(F)F)cc4)cc3)c2c(OC)c1OC

(list continues)
STK33 inh	OX1R antag-1	OX1R antag-2	smiles
-2.5	13	-14	C[C@@H]1C=C(C(=O)NC2CC2)O[C@H](OCc2ccc(CO)cc2)C1
-0.2	19	-28	Cc1nn(Cc2ccc(Cl)c(Cl)c2)c(C)c1NC(=O)c1cn(-c2ccccc2)nc1-c1ccccc1
-0.7	19	-9	CC1CCN(c2ccc(NC(=O)c3ccc(Br)o3)cc2)CC1
-1.9	9	7	CC(C(=O)NCCc1nc2ccccc2[nH]1)n1cc([N+](=O)[O-])cn1 (stereo not drawn)
-1.7	1	-4	COc1ccc(C2NN=C(c3c[nH]c4ccccc34)C2O)cc1 (stereo not drawn)
0.3	14	-35	CCOC(=O)c1c(NC(=O)c2c(C(=O)O)cccc2[N+](=O)[O-])sc(C)c1C
-0.6	7	15	Cc1cc(NC(=O)NC(=O)c2ccccc2F)no1
-0.5	23	-18	O=S(=O)(c1ccc(S(=O)(=O)N(Cc2ccccc2)Cc2ccco2)cc1)N1CCCC1

Next structures
STK33 inh	OX1R antag-1	OX1R antag-2	smiles
0.9	10	-9	COC(=O)C1=C(O)/C(=C\c2ccc(OCC(=O)Nc3ccc(OC)cc3)cc2)N=C1C
-1.1	11	-18	Cc1ccc(C(=O)NC(C)c2ccc(C)c(C)c2)s1 (stereo not drawn)
-0.5	22	-18	O=C(N/N=C/c1cc(Br)cc(Cl)c1O)c1ccc2c(c1)OCO2
1.4	23	-18	CCOCCn1c(COc2ccc(C)cc2)nc2ccccc21
-0.3	18	-4	COc1cc(-c2noc(C)c2C(=O)NCCO)cc(OC)c1OC
-0.5	20	-9	C/C(=N\NC(=O)c1ccc(F)cc1)c1ccc(NC(=O)Cc2ccccc2)cc1
-1.4	27	-29	Cc1ccc(-c2csc(Cc3nc(-c4ccc5c(c4)CCC(=O)N5)cs3)n2)cc1
-0.6	4	-2	COc1cc(-c2nnc(COC(=O)c3ccc(C)o3)o2)cc(OC)c1OC

(cont.)
STK33 inh	OX1R antag-1	OX1R antag-2	smiles
-0.3	-1	-10	COc1ccc(S(=O)(=O)NCC2CCCN(Cc3cccc(C(C)=O)c3)C2)cc1 (stereo not drawn)
-2.8	66	-23	COC(=O)CCC(=O)OC1(C)C(=O)C=C2C=C(C3CC3)N(C3CCCCC3)C=C2C1=O (stereo not drawn)
0.2	9	-13	CCC(C)N1CCCC1C(=O)Nc1c(C)cc(C)cc1C (stereo not drawn)
-0.4	11	-22	COC(=O)C1=C(SC)N(c2ccc(OC)cc2)C(c2ccccc2)CC1=O (stereo not drawn)
-0.1	24	-17	COc1ccc(/C=C/C(=O)Nc2ccc(-c3nnc4n3CCCCC4)cc2)c(OC)c1
-3.5	16	-5	CCC(c1nnc(SCC(=O)Nc2ccc(C(N)=O)cc2)n1Cc1ccccc1)N(C)C (stereo not drawn)
-1.5	17	-8	COc1cc(/C=C2/C(=O)N(c3ccccc3)N=C2C)ccc1OS(=O)(=O)c1ccccc1
-0.8	7	-24	CC(C)C(NC(=O)c1ccco1)C(=O)OCC(=O)c1ccccc1 (stereo not drawn)

Full records from above. Screens in order: STK33 inh | OX1R antag-1 | OX1R antag-2
C/C(=N\NC(=O)c1ccc(F)cc1)c1ccc(NC(=O)Cc2ccccc2)cc1 is listed as -0.5 | 20 | -9
CCOC(=O)Cc1cc(=O)n2[nH]c(C)c(-c3ccccc3)c2n1 is listed as -0.5 | 28 | -13
CC(C)(CC(=O)O)CC(=O)NCc1c(Cl)cccc1Oc1ccccc1 is listed as 0.2 | 3 | -18
Cc1ccc2c(c1)CCCN2C(=O)CCc1nc2ccccc2c(=O)[nH]1 is listed as -0.4 | 10 | 1

Continued:
STK33 inh	OX1R antag-1	OX1R antag-2	smiles
-2.3	5	0	COc1oc(-c2ccccc2)nc1C(F)(F)F
-0.8	10	-5	COc1cc(CC(=O)NNC(=O)c2cc(C)oc2C)cc(OC)c1OC
-1.1	39	-6	CC1=CSC2=NC(=O)/C(=C\c3cccn3-c3ccc([N+](=O)[O-])cc3)C(=N)N12
-0.9	14	-34	Cc1cc(C)c(NC(=O)/C(=C/c2ccccc2)c2ccccc2)c(C)c1
-1.4	7	-2	CC(c1nc2ccccc2c(=O)[nH]1)N1CCOCC1 (stereo not drawn)
3.5	5	-10	CC(C)CC(OC(=O)c1nsc(Cl)c1Cl)C(=O)NCc1cccs1 (stereo not drawn)
0.1	26	-20	Cc1sc2nc(CC(=O)NN)[nH]c(=O)c2c1C
0.5	2	-1	Cc1ccc(NC(=O)CCc2ccc(S(=O)(=O)N3CCOCC3)cc2)c(O)c1
-0.8	6	-4	S=c1[nH]nc(-c2ccccn2)n1/N=C/c1ccc(Cl)c(Cl)c1
